Screening results deposited in PubChem by National Center for Advancing Translational Sciences (NCATS).
EPAC2 antagonist = antagonists of human EPAC2. Q8WZA2. EPAC2 GEF exchange of Rap1B-BODIPY-GDP, fluorescence. Potency, µM (doses to about 114 µM), for inactives: at the top dose activity, negative = inhibition, actives largely listed as inhibitors. hit rate 0.18% among 360,000; also: % is scaled to controls: 0 for no effect and ±100 for the full control effect; nearly all actives have a fitted effect of over 45% in size; many of its hits are not listed in these tables
Target sequence (Q8WZA2 whole entry, looked up): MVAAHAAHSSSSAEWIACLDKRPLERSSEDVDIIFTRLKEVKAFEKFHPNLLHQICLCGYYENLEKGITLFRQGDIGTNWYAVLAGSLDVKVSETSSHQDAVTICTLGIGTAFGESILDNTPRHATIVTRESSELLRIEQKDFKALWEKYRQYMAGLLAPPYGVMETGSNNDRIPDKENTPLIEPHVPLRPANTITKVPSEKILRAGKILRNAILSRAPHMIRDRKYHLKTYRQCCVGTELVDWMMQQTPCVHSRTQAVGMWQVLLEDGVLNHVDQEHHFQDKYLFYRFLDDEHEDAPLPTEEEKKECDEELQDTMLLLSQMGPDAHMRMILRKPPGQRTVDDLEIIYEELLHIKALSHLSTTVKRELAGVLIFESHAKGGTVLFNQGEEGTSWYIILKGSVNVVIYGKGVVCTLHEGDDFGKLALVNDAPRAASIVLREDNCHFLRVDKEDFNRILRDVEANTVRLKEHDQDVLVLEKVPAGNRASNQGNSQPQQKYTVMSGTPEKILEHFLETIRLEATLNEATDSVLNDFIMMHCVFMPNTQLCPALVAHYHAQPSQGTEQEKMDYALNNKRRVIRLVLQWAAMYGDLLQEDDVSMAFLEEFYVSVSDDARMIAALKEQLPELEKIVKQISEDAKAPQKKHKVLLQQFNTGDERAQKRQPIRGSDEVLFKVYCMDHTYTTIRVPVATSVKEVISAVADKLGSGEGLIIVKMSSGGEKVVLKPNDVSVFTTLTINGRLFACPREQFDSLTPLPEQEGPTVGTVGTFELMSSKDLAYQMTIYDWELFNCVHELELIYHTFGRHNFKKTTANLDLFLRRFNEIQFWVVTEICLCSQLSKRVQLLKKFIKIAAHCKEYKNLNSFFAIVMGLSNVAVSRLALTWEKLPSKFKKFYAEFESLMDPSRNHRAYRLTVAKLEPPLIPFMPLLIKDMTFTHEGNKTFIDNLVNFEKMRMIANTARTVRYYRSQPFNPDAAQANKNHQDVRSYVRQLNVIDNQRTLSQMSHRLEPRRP
S2 tox = cell viability loss in ATXN counter-screen. S2 cells (HEK-293 line with an ATXN2-luciferase reporter) viability, CellTiter-Fluor protease fluorescence, 24 h. Potency, µM (top dose mostly 56.7 µM), usual class: cytotoxic. hit rate 0.49% among 400,000. AID 651635; also: nearly all actives have a fitted effect of over 40% in size
A549 tox = counter-screen for Nrf2 inhibitors: cytotoxicity in A549 cells; A549 ARE-Fluc cells, CellTiter-Fluor viability, 18-24 h; Potency, µM (titrated, usually from 46 µM), inactives show at the top dose activity change, negative = cytotoxicity, usual class: inhibitors; hit rate 0.16% among 390,000; AID 504648; also: % is scaled to controls: 0 for no effect and ±100 for the full control effect
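A549 ARE_Fluc cells in 5% FBS OPTI-MEM were exposed to compounds in concentration-response for 18-24 h at 37 deg C. Viability was read by CellTiter-Fluor fluorescence (Ex 405/Em 525) after 30 min, before the luciferase read.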
Nrf2 ARE act = Nrf2 pathway activation; hit rate 0.31% among 410,000; Potency, µM (series often up to 46.1 µM), without a hit: top-dose activation, actives largely listed as activators; AREc32 ARE-luciferase reporter (MCF7-derived line), luminescence, 24 h; also: % of control where 0% means no effect; nearly all actives have a fitted effect of over 65% in size
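Nrf2 activation is followed as ARE-luciferase induction in the AREc32 line after one day of compound treatment; luminescence is read with Steady-Glo.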
ATXN2 expr inh = reduces ATXN2 reporter expression in HEK-293 cells; HEK-293 ATXN2-luciferase reporter, luminescence, 24 h; Potency, µM (doses to about 57 µM), for inactives: top-dose activity change, negative = inhibition, usual class: inhibitors; hit rate 0.72% among 360,000; AID 1745845; also: % is scaled to controls: 0 for no effect and ±100 for the full control effect; nearly all actives have a fitted effect of over 55% in size
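qHTS (up to 57 uM final) was run with 24 h compound exposure of reporter cells at 37 °C. Each well was multiplexed: SteadyGlo luminescence measured ATXN2-luciferase expression after a fluorogenic Gly-Phe-AFC viability readout (25 uM final).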
MCF10A rereplic = induces DNA re-replication in MCF 10a normal breast cells. MCF 10A DNA re-replication, Hoechst nuclear intensity, 48 h. Potency, µM (doses to about 46.1 µM), without a hit: at the top dose activity, positive = re-replication, usual class: activators. hit rate 2.9% among 350,000. AID 624296; also: % of control where 0% means no effect; nearly all actives have a fitted effect of over 50% in size
Nrf2 inh = inhibitors of Nrf2 signaling; A549 ARE-Fluc reporter, luciferase luminescence, 18-24 h; AID 504444; hit rate 2.1% among 360,000; Potency, µM (top dose mostly 46 µM), without a hit: top-dose activity change, negative = inhibition, hits mostly inhibitors; also: % is scaled to controls: 0 for no effect and ±100 for the full control effect; nearly all actives have a fitted effect of over 60% in size
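Reporter: ARE-Fluc in A549. Exposure: 18-24 h, 37 °C, 5% CO2, 5% FBS OPTI-MEM. Readouts: fluorescent cytotoxicity (CellTiter-Fluor), then luminescent Nrf2 signal after BugLite.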
HepG2 tox = HepG2 cytotoxicity, counter-screen for TGF-b inhibitors; HepG2 CAGA-GFP viability, ATP luminescence, 18 h; Potency, µM (doses to about 46.1 µM), without a hit: at the highest dose activity change, negative = cytotoxicity, hits mostly cytotoxic; hit rate 0.76% among 410,000; AID 588856; also: some results filed as inactive show a strong effect at the top dose
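CellTiter-Glo luminescence gave cytotoxicity after 18 hours at 37 degrees C. The cells were HepG2 CAGA-GFP in 1% FBS DMEM, stimulated with 500 pg/mL TGF-beta after compound addition. %Activity was normalised to no-cell wells (complete cell-killing) and DMSO (no toxicity), and curves were fitted and classified.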
TGFb inhibitor = inhibitors of TGF-b signaling. HepG2 CAGA-GFP TGF-b/SMAD3 reporter, GFP fluorescence, 18 h; TGF-beta stimulated, 500 pg/mL final. Potency, µM (highest dose often 46.1 µM), inactives show at the highest dose activity, negative = inhibition, usual class: inhibitors. hit rate 1.2% among 410,000. AID 588855; also: % is scaled to controls: 0 for no effect and ±100 for the full control effect; nearly all actives have a fitted effect of over 65% in size
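Inhibition of TGF-beta-driven CAGA-GFP reporter expression in HEPG2 cells is measured by cellular GFP fluorescence after 18 h stimulation with 500 pg/mL recombinant TGF-beta in 1% FBS medium at 37 degrees C.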
Starred values were filed as active, the others as inactive; i = inactive; ? = inconclusive; nt = not tested or not shown; [ ] = dose if it differs, or a comment. Calls follow the shape of the dose curve; as a rule, active = well fitted curve in the direction sought with a large enough effect; inconclusive = small, poorly fitted or top-dose-only effect, or another doubt; inactive = no such curve, though single readings can be large; an effect the other way counts as inactive or inconclusive. Potency is read from the fitted curve at half-maximal effect. This is a subset. The share of hits here may be higher or lower than overall.

SMILES	EPAC2 antagonist	S2 tox	A549 tox	Nrf2 ARE act	ATXN2 expr inh	MCF10A rereplic	Nrf2 inh	HepG2 tox	TGFb inhibitor
Cc1oc2c(c(C)cc3oc(=O)c(CC(=O)NCc4ccccc4)c(C)c32)c1C	nt	nt	-2%	0.3%	nt	nt	-5%	5%	6%
O=C(Nc1ccccc1)OCCOc1ccc(Br)cc1	-8%	i	8%	0.0%	-6%	18µM*	6%	-19%	-16%
COc1ccccc1NC(=O)Cc1csc(NC(=O)c2ccccc2)n1	1%	?	?	9.0%	?	16%	?	-17%	-27%
COc1ccc(-c2ccc(NS(=O)(=O)c3ccc(OC)c(OC)c3)cc2)nn1	nt	i	-3%	7.3%	-12%	nt	nt	-10%	0%
COc1ccc(CC(=O)Nc2cccc(-c3ccc4nnc(C)n4n3)c2)cc1OC	7%	i	-9%	12%	15%	?	?	-12%	0%
CCOC(=O)c1cc(CC)sc1NC(=O)C1CC(=O)NN1Cc1ccccc1 (configuration not stated)	-22%	i	?	5.8%	-36%	-6%	?	-63%	?
CC(C)=CCCC(C)CN1CCC(N2CCC(C(=O)NC(C)C)CC2)CC1 (configuration not stated)	1%	i	7%	1.3%	nt	4%	-6%	-24%	-18%
N#Cc1c(C(F)(F)F)cc(-c2ccc(Cl)cc2)[nH]c1=O	-9%	i	-25%	0.6%	-5%	4.6µM*	16µM*	-29%	?
CN1C(=O)NC(c2cccc([N+](=O)[O-])c2)C2=C1CC(C)(C)CC2=O (configuration not stated)	-1%	i	1%	-1.1%	12%	-7%	8%	-1%	-6%
C[C@@H]1CN([C@@H](C)CO)C(=O)c2cccc(NC(=O)Nc3ccc(F)cc3)c2O[C@@H]1CN(C)Cc1ccc(Oc2ccccc2)cc1	-15%	18µM*	-10%	0.1%	?	?	?	-50%	4µM*
O=C(CCCOc1ccc(Cl)cc1Cl)NCc1ccncc1	2%	i	3%	0.4%	-15%	19%	19%	-17%	-12%
CCOC(=O)c1cc(S(=O)(=O)NCCc2ccc(OC)c(OC)c2)cn1C	-5%	i	-1%	0.5%	5%	30%	-3%	-1%	-2%
O=C1NC(c2ccco2)Nc2sc3c(c21)CCN(Cc1ccccc1)C3 (configuration not stated)	13%	nt	-7%	5.8%	-6%	-7%	4%	3%	14%
Cc1c(Cl)cccc1NC(=O)CCN1CCN(C)CC1	-2%	i	1%	-0.8%	-5%	-11%	6%	4%	12%
Clc1ccccc1C1SCC2Nc3ccccc3CN21 (configuration not stated)	-8%	i	-2%	6.2%	33%	?	-8%	0%	0%
COCCCN(C(=S)NC(=O)c1ccc(C(C)(C)C)cc1)c1c(N)n(Cc2ccccc2)c(=O)[nH]c1=O	?	i	-8%	2.7%	3%	7%	?	1%	-27%
Cc1cccc(N(C(=O)Cn2nnc3ccccc32)C(C(=O)NCc2ccco2)c2ccncc2)c1C (configuration not stated)	15%	i	-5%	2.2%	1%	0%	nt	3%	5%
COc1ccc(C)cc1NC(=O)CSc1nc(=O)n(Cc2cccnc2)c2c1CCC2	nt	i	-1%	0.3%	-7%	nt	nt	-14%	-23%
CC(C)c1noc(-c2ccccc2OCC(=O)Nc2ccc([N+](=O)[O-])cc2)n1	nt	i	4%	-0.6%	-1%	nt	-4%	4%	-12%
O=c1cc(CSc2nc(NCc3ccc(Cl)cc3)c3ccccc3n2)nc2ccc(Cl)cn12	7%	i	0%	0.1%	17%	9%	5%	-3%	1%
Cc1c(NC(=O)COC(=O)Cc2ccc(Cl)cc2)c(=O)n(-c2ccccc2)n1C	-10%	i	9%	1.6%	1%	-1%	-8%	0%	-3%
CCc1cc(C(=O)O)c(NC(=O)C(c2ccccc2)c2ccccc2)s1	4%	?	0%	0.3%	1%	14%	-4%	-20%	0%
O=C(O)CCC(=O)OC1CC2CCC1C2 (configuration not stated)	12%[57.1 µM]	i	-16%	0.8%	-2%	1%	-22%	5%	26%
Cc1ccc(NC(=O)c2ccccn2)cc1S(=O)(=O)N1CCOCC1	3%	i	-4%	-0.6%	-1%	-1%	-3%	-23%	-10%
Nc1ccc(Nc2ccncc2[N+](=O)[O-])cc1	-4%	i	-24%	-0.7%	12%	3%	?	-11%	3%
CCOC(=O)C1CCN(C(=O)C2CCN(C(=O)c3ccc([N+](=O)[O-])cc3)CC2)CC1	-1%	i	-3%	-0.9%	-1%	-60%[inhibitor]	-7%	1%	-3%
COC(=O)Cc1c(O)ccn(CCc2ccc(OC)c(OC)c2)c1=O	12%	i	0%	0.4%	-12%	1%	?	-6%	?
COc1ccc(CC(CC(=O)O)C(=O)Nc2ccc(OC)cc2)cc1 (configuration not stated)	10%	?	2%	0.0%	2%	-1%	15%	3%	2%
CC1CCCCN1S(=O)(=O)c1ccc(C(=O)Nc2ccccc2-c2nc3ccccc3s2)cc1 (configuration not stated)	9%	i	5%	-0.1%	2%	?	-5%	6%	?
Cc1noc(C)c1CSCC(=O)N1CCN(c2ccc([N+](=O)[O-])cc2)CC1	9%	?	?	4.8%	?	-9%	21µM*	-3%	-6%
CCc1ccc(NC(=O)CN2C(=O)CSC2=O)cc1	-1%	i	0%	-0.3%	3%	-2%	17%	-21%	1%
CC(C)(C)OC(=O)C(C)(C)Sc1nnc(N)s1	17%	i	4%	0.4%	-7%	24%	-12%	-60%	-13%
CCOC(=O)c1c(C)[n+]([O-])c2ccc3c(non3O)c12	-4%	?	-1%	0.2%	-16%	1%	9%	-2%	-2%
CN(CC(=O)NCc1ccc(Cl)cc1)S(=O)(=O)c1cccc2cccnc12	-14%	i	-6%	0.2%	6%	10%	-15%	0%	2%
COCCCNC(=O)c1ccc2c(=O)n(Cc3ccc4c(c3)OCO4)c(=S)[nH]c2c1	2%	nt	2%	0.2%	nt	6%	1%	-18%	-5%
N#Cc1ccc(N2Cc3ccccc3/C2=N/C(=O)Nc2ccc(Cl)cc2)cc1	13%	i	-4%	2.9%	-6%	2%	-24%	-3%	?
COc1cc(/C=N/NC(=O)C2CC(=O)N(c3ccc(C)cc3)C2)cc(OC)c1OC (configuration not stated)	3%	i	-1%	-0.5%	8%	6%	-21%	17%	5%
COCCn1c(SCC(=O)NC2CCCCC2)nnc1-c1ccncc1	-9%	nt	2%	-1.0%	14%	6%	0%	-21%	3%
Cn1c(CNc2cccc(Cl)c2)nnc1SCC(=O)OC1CCCCC1	1%	i	-5%	-0.8%	0%	0%	-13%	-17%	-6%
CCCC(=O)N1CCC1(C)C(=O)NS(=O)(=O)c1ccc(OC)cc1 (configuration not stated)	3%	i	nt	-0.1%	-2%	nt	nt	-70%	20%
COc1ccc(NC(=O)c2cc3n(n2)C(C(F)(F)F)CC(c2ccc4c(c2)OCO4)N3)cc1OC (configuration not stated)	-13%	i	-26%	-0.3%	-21%	2%	23µM*	-11%	-16%
Nc1nc(-c2ccc(F)cc2)cc(C(F)(F)F)n1	-5%	i	8%	-0.3%	1%	4%	8%	-20%	-9%
Cc1ccc(C(=O)Nc2cccc(C(=O)O)c2)cc1S(=O)(=O)N1CCCC1	nt	i	-2%	-4.0%	?	nt	26%	-1%	3%
O=C(CNS(=O)(=O)c1cccs1)N1CCCC1	16%	i	-7%	0.4%	10%	-15%	nt	-4%	10%
CCOC(=O)CNC(=O)CSc1nnc(NC(=O)c2ccccc2Cl)s1	3%	i	8%	2.2%	1%	-2%	?	-5%	-16%
COc1ccccc1CNc1nc2nc(C)c(C)c(=O)n2[nH]1	-2%	i	-4%	0.3%	0%	-2%	-9%	-8%	3%
COc1cc(C(O)c2nc(-c3cccc4cccnc34)cs2)ccc1F (configuration not stated)	-30%	i	nt	15%	5%	nt	nt	-8%	0%
COc1cccc(C(N)=O)c1OC(=O)Cc1ccccc1F	-7%	i	-9%	-0.1%	33%	?	6%	-9%	10%
CN(CC(=O)O)c1ccc(C(F)(F)F)cc1[N+](=O)[O-]	7%	i	-3%	0.3%	-5%	-4%	1%	3%	14%
Cc1ccn(CC(=O)NC2CCCN(Cc3ccc(CC(C)C)cc3)C2)n1 (configuration not stated)	-3%	i	1%	-0.4%	-29%	9%	?	-18%	-16%
CCCCNC(=S)N(CCN(C)C)Cc1cc2cc3c(cc2[nH]c1=O)OCCO3	-4%	i	1%	0.2%	?	4%	-4%	-13%	-3%
CN1/C(=C\C=Nc2cc(S(=O)(=O)N3CCOCC3)ccc2N2CCOCC2)C(C)(C)c2ccccc21	5%	i	-11%	0.8%	-9%[11.3 µM]	-5%	1%	0%	-10%
CCCCc1c(C)c2cc(C)ccc2[nH]c1=O	-1%[57.1 µM]	i	-16%	-0.2%	9%	8%	-10%	1%	0%
Cc1ccc(CNc2oc(-c3ccco3)nc2S(=O)(=O)c2ccccc2)cc1	-7%	i	-9%	-0.1%	5%	?	-27%	-23%	-15%
Cc1cc(C)c2cc(C#N)c(N3CCCN(C(=S)NCCCN(C)C)CC3)nc2c1	10%	i	?	2.1%	?	7.3µM*	8%	-42%	?
COc1ccc(OCc2nc3c4c(ncn3n2)-c2ccccc2CC42CCCC2)cc1	7%	i	-6%	-0.3%	1%	-40%[inhibitor]	-13%	14%	1%
CC(=O)OC1CC2(C)C(CCC2(O)C(C)=O)C2CCC3C(Cl)C(=O)CCC3(C)C12 (configuration not stated)	6%	?	-6%	0.5%	-12%	0%	-4%	0%	7%

Only MCF10A rereplic, A549 tox and HepG2 tox, for some of the entries so far:
SMILES | MCF10A rereplic | A549 tox | HepG2 tox
CCCCc1c(C)c2cc(C)ccc2[nH]c1=O | 8% | -16% | 1%
Cc1ccc(CNc2oc(-c3ccco3)nc2S(=O)(=O)c2ccccc2)cc1 | ? | -9% | -23%
Cc1cc(C)c2cc(C#N)c(N3CCCN(C(=S)NCCCN(C)C)CC3)nc2c1 | 7.3µM* | ? | -42%
